AmpC inh detg: inhibitors of E. coli AmpC beta-lactamase with detergent | AmpC hydrolysis of nitrocefin, absorbance 480 nm, 0.01% Triton | P00811 | Potency, µM (titrated, usually from 114 µM), inactives show at the top dose activity change, negative = inhibition, actives largely listed as inhibitors | AID 485294 | 0.041% of 370,000 active;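 note: potency is the fitted concentration of half-maximal effect; 0% = no-compound wells and -100% = no-enzyme wells; nearly all actives have a fitted effect of over 25% in size; some results filed as inactive show a strong effect at the top dose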
Target sequence (P00811 whole entry, looked up): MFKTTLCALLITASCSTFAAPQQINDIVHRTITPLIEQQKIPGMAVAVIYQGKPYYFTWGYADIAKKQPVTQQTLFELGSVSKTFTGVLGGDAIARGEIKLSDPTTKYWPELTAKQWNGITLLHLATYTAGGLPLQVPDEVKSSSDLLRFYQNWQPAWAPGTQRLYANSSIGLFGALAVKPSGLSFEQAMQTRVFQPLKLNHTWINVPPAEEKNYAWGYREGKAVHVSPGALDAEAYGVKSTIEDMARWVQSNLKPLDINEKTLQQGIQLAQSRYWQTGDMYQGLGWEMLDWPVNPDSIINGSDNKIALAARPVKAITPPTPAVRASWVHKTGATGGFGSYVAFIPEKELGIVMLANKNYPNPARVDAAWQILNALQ
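AmpC (5.3 nM in the dispensed reagent) in 20 mM phosphate pH 7.0 with 0.01% (detergent screen) or 0.0001% Triton X-100 was preincubated with compounds for 15 min at room temperature. Nitrocefin was then added from an 800 uM solution, and hydrolysis was followed at 480 nm.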
HCMV inh: blocks human cytomegalovirus replication | activity change, negative = inhibition, % at 57.5 µM | HFF cells, HCMV-luciferase reporter, 72 h; active compounds read low | 4.5% of 410,000 active; in the data active = activity change below about -60%; inconclusive = no clear call, values can overlap the other calls; inactive = above about -39%
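After 16 h attachment at 37C, HFF cells received test compound and HCMV-luciferase (1 PFU/cell); reporter luminescence read 72 h later, data normalized against buffer-only and known inhibitor Salinomycin.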
Giardia FBPA inh: blocks Giardia fructose-bisphosphate aldolase activity | A8B2U2 | purified Giardia FBPA | Potency, µM (doses to about 59.6 µM), inactives show at the highest dose activity, negative = inhibition, hits mostly inhibitors | 0.71% of 290,000 active | AID 2451; note: potency is the fitted concentration of half-maximal effect; nearly all actives have a fitted effect of over 55% in size
Target sequence (A8B2U2 whole entry, looked up): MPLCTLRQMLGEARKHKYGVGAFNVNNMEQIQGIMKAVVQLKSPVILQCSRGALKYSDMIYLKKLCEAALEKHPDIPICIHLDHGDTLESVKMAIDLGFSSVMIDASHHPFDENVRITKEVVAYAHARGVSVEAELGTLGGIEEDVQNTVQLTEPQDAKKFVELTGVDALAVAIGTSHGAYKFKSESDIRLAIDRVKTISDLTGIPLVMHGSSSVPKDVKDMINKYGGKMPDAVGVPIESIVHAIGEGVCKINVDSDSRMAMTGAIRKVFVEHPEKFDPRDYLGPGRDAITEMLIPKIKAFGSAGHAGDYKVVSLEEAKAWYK
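40 nM FBPA preincubated 10 min at RT with compound (up to 57.5 uM final), then substrate plus GAPDH/TPI/NAD/arsenate coupling and diaphorase/resazurin added. Fluorescence read after 20 min at RT, 525/598 nm.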
AMA1 RON2 block: AMA1-RON2 (P. falciparum) interaction inhibition; AlphaScreen AMA1-biotinylated RON2 peptide binding; Potency, µM (series often up to 58.2 µM), for inactives: at the top dose activity change, negative = inhibition, usual class: inhibitors; 0.2% of 360,000 active; AID 720542;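 note: potency is the fitted concentration of half-maximal effect; 0% = vehicle wells and -100% = peptide control; nearly all actives have a fitted effect of over 45% in size; some results filed as inactive show a strong effect at the top dose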
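AMA1 (3D7) with his tag at 25 nM final met compounds first, then biotinylated RON2 peptide at 25 nM; detection used donor plus acceptor beads, 10 µg/mL apiece, read by AlphaScreen after 30 min at room temperature.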
Sm TGR inh: S. mansoni TGR enzyme inhibition | purified TGR, DTNB reduction, TNB absorbance 405 nm | AID 485364 | Q962Y6 | Potency, µM (top dose mostly 114 µM), for inactives: at the top dose activity change, negative = inhibition, actives largely listed as inhibitors | 3% of 360,000 active; note: potency is the fitted concentration of half-maximal effect; nearly all actives have a fitted effect of over 60% in size
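Kinetic colorimetric format: TGR-catalysed, NADPH-driven DTNB reduction monitored via TNB absorbance. Enzyme dispensed at 20 nM; compound exposure 15 min at room temperature before reaction start.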
HCV inh: HCV inhibition | 3.4% of 340,000 active | Huh7.5.1 HCVcc-Cre infection, luciferase reporter, 44 h | AID 651820 | Potency, µM (doses to about 41.8 µM), inactives show at the highest dose activity change, negative = inhibition, actives largely listed as inhibitors; note: potency is the fitted concentration of half-maximal effect
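Cells (1,000/well) were plated 4 h before compound, then infected with HCVcc-Cre virus (~0.5 moi). After 44 h further culture, infection was read as luciferase luminescence following a 15 min substrate incubation at room temperature.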
Starred values were filed as active, the others as inactive; ? = inconclusive; / = no result given; & = joins results of further samples; [ ] = another dose, or the depositor's remark. Unless noted, calls come from the whole dose curve; as a rule, active = well fitted curve in the direction sought with a large enough effect; inconclusive = small, poorly fitted or top-dose-only effect, or another doubt; inactive = no such curve, though single readings can be large; an effect the other way counts as inactive or inconclusive. Unless noted, % is set by controls: 0 for no effect and ±100 for the full control effect.

The first 2 records (preview)
[1] O=C(Nc1cc2cc([N+](=O)[O-])ccc2oc1=O)c1cccs1
[2] CC(C)N(Cc1ccccc1)C(=S)NC(=O)C1(C)CC1(Cl)Cl (stereo not given)
assay / entry	1	2
AmpC inh detg	7%	-8%
HCMV inh	/	4
Giardia FBPA inh	3%	2%
AMA1 RON2 block	/	45%[activator]
Sm TGR inh	-1%	-19%
HCV inh	/	9%

The listing, previewed entries included:
[1] O=C(Nc1cc2cc([N+](=O)[O-])ccc2oc1=O)c1cccs1
[2] CC(C)N(Cc1ccccc1)C(=S)NC(=O)C1(C)CC1(Cl)Cl (stereo not given)
[3] CCCc1nc(SCc2ccccc2Cl)n[nH]1
[4] COc1ccc(S(=O)(=O)NC(N)=NCCc2ccccc2OC)cc1
[5] CCCCOC(=O)Nc1ccc(N2CCOCC2)cc1
[6] O=C(COc1ccc2ccc(=O)oc2c1)NC1CCCC1
[7] O=C(/C=C/c1c(F)cccc1Cl)NCc1ccco1
[8] COc1ccc(Nc2nc3ccc(C)cc3n3cnnc23)cc1Cl
assay / entry	1	2	3	4	5	6	7	8
AmpC inh detg	7%	-8%	-8%	9%	2%	-2%	-11%	-2%
HCMV inh	/	4	-5	-11	52	-62*	-21	-22
Giardia FBPA inh	3%	2%	-21%	2%	-6%	/	1%	1%
AMA1 RON2 block	/	45%[activator]	7%	17%	-14%	0%	0%	/
Sm TGR inh	-1%	-19%	2%	4%	5%	1%	2%	9%
HCV inh	/	9%	-17%	-9%	6%	13%	-3%	/

[9] CCOC(=O)N1CCN(Cc2nc(-c3cccs3)no2)CC1
[10] O=C(O)c1ccc(N2C(=O)CC(N3CCC(c4nc5ccccc5[nH]4)CC3)C2=O)cc1 (stereo not given)
[11] CCCCn1c(=O)[nH]c(=O)c2c1nc(-c1cc3c(cc1Br)OCO3)n2C
[12] Cc1sc(NC(=O)CSc2ncn(-c3ccccc3)n2)nc1-c1ccccc1
[13] OC/C(Br)=C(\Br)CO
[14] O=C(CCN1CCCCO1)N1CCCC(Nc2cccc(F)c2)C1 (stereo not given)
[15] O=C(Nc1ccc(Oc2ccccc2)cc1)C1CCN(c2c3c(nc4ncnn24)CCC3)CC1
[16] CCSc1nnc(NC(=O)c2ccccn2)s1
assay / entry	9	10	11	12	13	14	15	16
AmpC inh detg	-7%	-1%	-12%	-3%	-2%	2%	-4%	4%
HCMV inh	0	19	?	-8	-18	62	-101*	10
Giardia FBPA inh	3%	?	0%	2%	/	/	-5%	?
AMA1 RON2 block	-12%	37%[activator]	5%	17%	5%	16%	75%[activator]	-6%
Sm TGR inh	-7%	22µM*	-6%	-9%	-5%	-25%	-5%	1%
HCV inh	-8%	4%	-25%	?	17%	13%	25µM*	?

[17] COc1ccc(N2C(=O)c3ccccc3NC2c2ccc(OC)c(Cn3cc([N+](=O)[O-])cn3)c2)cc1 (stereo not given)
[18] NC(=O)c1cc([N+](=O)[O-])ccc1NCc1ccc(F)cc1
[19] O=C(C[n+]1ccc2ccccc2c1)c1ccc(NC(=O)c2ccccc2)cc1
[20] CCCc1cc(=O)oc2cc(OC(=O)CN3C(=O)NC4(CCCC4)C3=O)ccc12
[21] CCOc1ccccc1NC(=O)CSc1nnc(CNC(=O)c2ccccc2F)o1
[22] COc1cccc(NC(=O)CNC(=O)Cn2cnc3sc4c(c3c2=O)CCCC4)c1
[23] CSCCC(NC(=O)COc1ccccc1)C(=O)O (stereo not given)
[24] Cc1ccc(N2CC(C(=O)NCc3nnnn3-c3ccc(C)c(C)c3)CC2=O)cc1C (stereo not given)
assay / entry	17	18	19	20	21	22	23	24
AmpC inh detg	5%	-8%	6%	?	-12%	-10%	-2%	26%
HCMV inh	31	-81*	-6	-26	-26	0	7	11
Giardia FBPA inh	-5%	/	-5%	/	/	6%	5%	/
AMA1 RON2 block	4%	10%	-4%	-13%	3%	-1%	-7%	/
Sm TGR inh	-1%	-8%	/	?	4%	1%	1%	4%
HCV inh	-26%	2.5µM*	-13%	?	-26%	-9%	1%	/

[25] CN(C(=O)COC(=O)COc1ccccc1Cc1ccccc1)c1ccccc1
[26] CC1=CCC2C(=O)N(CCc3c[nH]c4ccccc34)C(=O)C2C1 (stereo not given)
[27] O=C(NN1CCOCC1)c1ccc(Cl)cc1Cl
[28] Cn1c2c(c(O)c(-c3ccccc3)c1=O)C(=O)CC(C)(C)C2
[29] COc1ccc(CCNC(=O)CSc2nnc3ccc(-c4cccnc4)nn23)cc1OC
[30] Cc1ccc(N(CC(=O)Nc2ccc3c(c2)OCCO3)S(=O)(=O)c2c(C)n[nH]c2C)cc1
[31] Cc1ccc(Cn2c([N+](=O)[O-])cnc2C)cc1
[32] CCC1CCCCN1CCCNC(=O)C1CCN(Cc2nc(-c3ccc(Cl)cc3)oc2C)CC1 (stereo not given)
assay / entry	25	26	27	28	29	30	31	32
AmpC inh detg	?	?	/	?	?	-1%	-20%	3%
HCMV inh	-11	118	-5	-14	0	-8	68	/
Giardia FBPA inh	/	-8%	/	3%	3%	6%	-1%	/
AMA1 RON2 block	-5%	-1%	26%	-4%	0%	-20%	11%	0%
Sm TGR inh	-8%	-16%	/	-10%	-1%	1%	-2%	-1%
HCV inh	3%	-3%	13%	3%	-2%	-8%	23%	1.4µM*

[33] CC(=O)NCCOC(=O)Nc1cccnc1
[34] Cc1nn2c(NCc3ccccn3)cc(C(C)C)nc2c1-c1ccccc1
[35] CC(C)(C)c1cc[n+](-c2[nH]c(=O)sc2/C=N/NC([S-])=Nc2ccccc2)cc1
[36] Cc1ccc(/C=C/C(=O)NCCCN2CCN(CCCNC(=O)/C=C/c3ccc(C)cc3)CC2)cc1
[37] CC(=O)Nc1cccc(C(=O)N/N=C/c2cccc(C)n2)c1
[38] CCOCCCNC(=O)c1[nH]c(C)c(C(C)=O)c1C
[39] Cc1ccc(CSc2ccc(S(=O)(=O)N3CCCCC3)cn2)cc1
[40] CCN(C(=O)N1CCOCC1)c1ccccc1C
assay / entry	33	34	35	36	37	38	39	40
AmpC inh detg	4%	-1%	-5%	2%	6%	-3%	0%	1%
HCMV inh	34	-98*	0	-16	?	-9	-16	16
Giardia FBPA inh	-2%	-2%	-15%	11%	-15%	-1%	/	4%
AMA1 RON2 block	-11%	106%[activator]	73%[activator]	-6%[2.32 µM]	79%[activator]	-20%	-6%	8%
Sm TGR inh	-23%	-4%	-1%	-19%	39%	3%	1%	6%
HCV inh	35%[activator]	4µM*	-15%	?	-1%	28%	-5%	22%

Rewritten as labelled records: entries from further up.
35: CC(C)(C)c1cc[n+](-c2[nH]c(=O)sc2/C=N/NC([S-])=Nc2ccccc2)cc1
  AmpC inh detg: -5%
  HCMV inh: 0
  Giardia FBPA inh: -15%
  AMA1 RON2 block: 73%[activator]
  Sm TGR inh: -1%
  HCV inh: -15%

36: Cc1ccc(/C=C/C(=O)NCCCN2CCN(CCCNC(=O)/C=C/c3ccc(C)cc3)CC2)cc1
  AmpC inh detg: 2%
  HCMV inh: -16
  Giardia FBPA inh: 11%
  AMA1 RON2 block: -6%[2.32 µM]
  Sm TGR inh: -19%
  HCV inh: ?

37: CC(=O)Nc1cccc(C(=O)N/N=C/c2cccc(C)n2)c1
  AmpC inh detg: 6%
  HCMV inh: ?
  Giardia FBPA inh: -15%
  AMA1 RON2 block: 79%[activator]
  Sm TGR inh: 39%
  HCV inh: -1%

38: CCOCCCNC(=O)c1[nH]c(C)c(C(C)=O)c1C
  AmpC inh detg: -3%
  HCMV inh: -9
  Giardia FBPA inh: -1%
  AMA1 RON2 block: -20%
  Sm TGR inh: 3%
  HCV inh: 28%

Next section
[41] COC(=O)c1ccc(CNC(=O)COC(=O)C2CCC(C(C)(C)C)CC2)cc1 (stereo not given)
[42] CCOc1ccc(N2C(=O)CC(N)C2=O)cc1 (stereo not given)
[43] COc1ccc(C(=O)C[n+]2cc(-c3ccc(OC)cc3)n3c2CCCC3)cc1
[44] COC(=O)C1=C(N)OC2=C(C(=O)CC(C)(C)C2)C1c1ccoc1 (stereo not given)
[45] COc1ccc2ccccc2c1CNc1nnnn1C
[46] CC(C)(C)n1nc2c(c1NC(=O)c1ccc(Br)cc1)CS(=O)C2 (stereo not given)
[47] COCCNC(=O)COC(=O)c1cccnc1SC
[48] CCCCOc1ccc(C(=O)NCC(=O)NC2CCCCC2)cc1
assay / entry	41	42	43	44	45	46	47	48
AmpC inh detg	-8%	-4%	-12%&9%	?	2%	-6%	0%	-1%
HCMV inh	?	27	-67*	-1	-24	-11	30	30
Giardia FBPA inh	-2%	1%	5%&2%	-6%	0%	1%	1%	/
AMA1 RON2 block	7%	-2%	0%&-3%	10%	11%	0%	-1%	0%
Sm TGR inh	-2%	3.5µM*	-17%&1%	-16%	4%	-8%	0%	1%
HCV inh	0%	5µM*	-6%&-7%	10%	6%	11%	5%	3%

Three entries drawn at random from the list so far:
[43] COc1ccc(C(=O)C[n+]2cc(-c3ccc(OC)cc3)n3c2CCCC3)cc1
[33] CC(=O)NCCOC(=O)Nc1cccnc1
[15] O=C(Nc1ccc(Oc2ccccc2)cc1)C1CCN(c2c3c(nc4ncnn24)CCC3)CC1
assay / entry	43	33	15
AmpC inh detg	-12%&9%	4%	-4%
HCMV inh	-67*	34	-101*
Giardia FBPA inh	5%&2%	-2%	-5%
AMA1 RON2 block	0%&-3%	-11%	75%[activator]
Sm TGR inh	-17%&1%	-23%	-5%
HCV inh	-6%&-7%	35%[activator]	25µM*

Remaining list, next part
[49] COc1ccc(OC)c(NC(=O)c2nc(-c3ccccc3)oc2C)c1
[50] CCn1cnc2c(=O)oc3ccc(S(=O)(=O)Nc4ccc(OC)cc4)cc3c21
[51] CC1CCN(C(=O)Cn2c(SCC(=O)Nc3nccs3)nc3ccccc32)CC1
[52] CCOc1ccc(/C(C)=N/NC(=O)C(OC)c2ccccc2)cc1 (stereo not given)
[53] CC(C)NC(=O)N(C)C[C@H]1Oc2c(NS(=O)(=O)c3cn(C)cn3)cccc2C(=O)N([C@H](C)CO)C[C@@H]1C
[54] CCCn1c(=O)n(-c2ccccc2Cl)c(=O)c2sc3ccccc3c21
[55] CC(C)c1ccc(-c2noc(SCC(=O)N3CCCCC3)n2)cc1
[56] CSc1nc2ccc(NC(=O)C3CC(=O)N(Cc4ccco4)C3)cc2s1 (stereo not given)
assay / entry	49	50	51	52	53	54	55	56
AmpC inh detg	0%	6%	-6%	-7%	/	10%	2%	-9%
HCMV inh	-28	-2	-36	58	-3	-2	18	23
Giardia FBPA inh	3%	/	-15%	9%	/	/	/	-7%
AMA1 RON2 block	1%	/	-7%	0%	-1%	/	/	9%
Sm TGR inh	17%	2%	-20%	-3%	/	?	15%	?
HCV inh	?	/	9%	8%	17%	/	/	-11%

[57] COc1cccc(CN(C)C(=O)c2cc(S(=O)(=O)N3CCN(c4ccccc4)CC3)ccc2Cl)c1
[58] NC(=O)COc1ccc(/C=N\NC(=O)c2ccc(-c3ccccc3)cc2)cc1
[59] Cc1ccc(-n2[nH]c(C)c(C=Nc3ccc(C)cn3)c2=O)cc1
[60] CC1CN(C(=O)c2nn(C)cc2[N+](=O)[O-])CC(C)O1 (stereo not given)
assay / entry	57	58	59	60
AmpC inh detg	6%	2%	?	-14%
HCMV inh	?	11	25	?
Giardia FBPA inh	/	/	3%	-9%
AMA1 RON2 block	0%	-5%	4%	-7%
Sm TGR inh	-9%	1%	11%	20%
HCV inh	?	21%	1%	-4%

Screens deposited in PubChem by National Center for Advancing Translational Sciences (NCATS).
